# Screens as filed in PubChem.
# PHOSPHO1 inh – inhibitors of human PHOSPHO1 phosphatase. Q8TCT1. recombinant PHOSPHO1, absorbance phosphatase assay. inhibition, % at 13.3 µM. 290,000 tested, 1.1% active. AID 1565; in the data active means inhibition above about 60%
# Target sequence (Q8TCT1 whole entry, looked up): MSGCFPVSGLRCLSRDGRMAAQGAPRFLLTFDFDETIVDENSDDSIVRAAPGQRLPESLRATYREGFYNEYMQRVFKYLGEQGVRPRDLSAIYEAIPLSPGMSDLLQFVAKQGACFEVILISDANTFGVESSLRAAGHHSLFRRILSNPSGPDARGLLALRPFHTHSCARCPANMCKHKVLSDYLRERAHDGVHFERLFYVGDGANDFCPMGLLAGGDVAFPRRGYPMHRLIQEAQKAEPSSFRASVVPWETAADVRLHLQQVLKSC
# GalR3 antag – antagonists of human GalR3 | O60755 | HEK293 GalR3-CNG cAMP membrane potential fluorescence; galR3 body fused to GalR1 C-terminus | inhibition, % at 3 µM | 360,000 tested, 0.44% active | AID 651719;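 active means inhibition above the screen-wide average plus 3 SD, cut at about 13% in these data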;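 further: forskolin and galanin both at EC90 stimulate the cells; cAMP rise reported by CNG channel membrane potential dye signal; 0% = forskolin plus galanin with DMSO and 100% = forskolin alone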
# Target sequence (O60755 1-299 limits assumed): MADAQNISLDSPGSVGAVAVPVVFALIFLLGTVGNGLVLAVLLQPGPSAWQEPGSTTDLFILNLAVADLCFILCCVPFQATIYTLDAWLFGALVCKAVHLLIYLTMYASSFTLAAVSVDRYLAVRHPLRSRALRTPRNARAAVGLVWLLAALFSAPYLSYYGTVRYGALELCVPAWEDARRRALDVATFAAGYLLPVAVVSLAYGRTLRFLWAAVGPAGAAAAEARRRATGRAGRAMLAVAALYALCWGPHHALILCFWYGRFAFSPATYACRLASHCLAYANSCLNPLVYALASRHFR
# FID counter – counter-screen for HCV NS3 helicase inhibitors: DNA intercalator displacement; DNA fluorescent intercalator displacement, fluorescence; 290,000 tested, 0.17% active; AID 1845; inhibition, % at 7.9 µM; in the data active means inhibition above about 37%;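 further: 0% = vehicle and 100% = reference compound; higher means more ethidium bromide displaced from hairpin DNA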
# GPR7 antag – blocks human GPR7 receptor signaling; AID 1861; GPR7-expressing cells, fluorescence antagonist assay; P48145; 290,000 tested, 1.1% active; inhibition, % at 4.4 µM; in the data active means inhibition above about 16%, passing the limit was not always enough;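 further: cells stimulated with the agonist NPW; 0% = agonist with vehicle and 100% = vehicle without agonist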
# Target sequence (P48145 whole entry, looked up): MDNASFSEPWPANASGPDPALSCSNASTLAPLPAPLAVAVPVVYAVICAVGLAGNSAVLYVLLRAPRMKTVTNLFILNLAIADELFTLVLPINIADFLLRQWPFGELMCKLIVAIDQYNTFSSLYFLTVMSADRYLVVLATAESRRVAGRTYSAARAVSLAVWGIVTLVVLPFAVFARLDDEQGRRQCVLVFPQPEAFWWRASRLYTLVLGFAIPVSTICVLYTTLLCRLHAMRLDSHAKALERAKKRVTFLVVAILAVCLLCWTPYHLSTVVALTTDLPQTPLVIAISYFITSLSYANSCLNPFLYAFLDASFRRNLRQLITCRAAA
# VIM-2 inhibitor – inhibitors of Pseudomonas aeruginosa VIM-2 metallo-beta-lactamase; purified VIM-2, nitrocefin hydrolysis, epi-absorbance fluorescence; inhibition, % at 5.6 µM; 290,000 tested, 0.89% active;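 active means inhibition above the mean of all tested compounds plus 3 SD, cutoff set per screening run, cut at about 7.5% in these data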;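 further: red hydrolysis product quenches plate fluorescence so inhibitors raise well fluorescence; 0% = enzyme with DMSO and 100% = DMSO without enzyme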
# V1aR counter – V1a receptor agonism, counter-screen for OXTR agonists; P37288; CHO-V1R cells, Fluo-8 calcium fluorescence, agonist mode; 0% DMSO, 100% 3 nM vasopressin; activation, % at 3 µM; 320,000 tested, 0.25% active;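 active means activation above the mean activation of all tested compounds plus 3 SD, per screening run, cut at about 20% in these data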;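 further: signal is peak over basal fluorescence ratio across a 100 second FLIPR read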
# IMP-1 inhibitor – blocks Pseudomonas aeruginosa IMP-1 metallo-beta-lactamase | purified IMP-1, nitrocefin hydrolysis, epi-absorbance fluorescence | inhibition, % at 5.6 µM | 290,000 tested, 0.45% active | AID 1556;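 active means inhibition above the mean plus 3 SD of all compounds in the same screening run, cut at about 4.5% in these data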;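 further: 0% = IMP-1 with DMSO and 100% = DMSO wells lacking enzyme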
#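 Assay system: purified recombinant IMP-1 beta-lactamase. Input: IMP-1 0.2 nM before substrate addition. Buffer or medium: Zinc- and detergent-supplemented HEPES buffer, pH 7.1. Schedule: 25 °C, 15 min preincubation, 25 min reaction. Signal: Epi-absorbance fluorescence, 480 nm excitation, 530 nm emission. Evaluation: percent inhibition from optical density relative to buffer-blank wells.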
# OXTR ag – agonists of human oxytocin receptor | P30559 | 320,000 tested, 0.32% active | activation, % at 3 µM | CHO-OTR cells, Fluo-8 calcium fluorescence; normalized: DMSO 0%, oxytocin 100% | AID 2435;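 active means activation above the mean of all tested compounds plus 3 SD, cutoff set per screening run, cut at about 20% in these data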;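 further: peak over basal fluorescence ratio from a 100 s FLIPR kinetic read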
# NS3 helicase inh – blocks Hepatitis C virus NS3 helicase unwinding. 290,000 tested, 0.56% active. inhibition, % at 10.9 µM. NS3 helicase DNA unwinding, Cy5 molecular beacon fluorescence. AID 1800;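 active means inhibition above the mean of all tested compounds plus 3 SD, set per campaign, cut at about 35% in these data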;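 further: 0% = DMSO wells and 100% = thioflavine S control wells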
#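 Assay system: hepatitis C virus NS3 helicase domain fragment enzyme. Also added: annealed dual-labelled DNA beacon duplex, ATP-started. Timing: 1 h reaction at 25 °C, ATP-initiated. Technique: Cy5 fluorescence at 0 and 60 min, beacon hairpin quenching. Evaluation: % inhibition of unwinding. Replication: one well per compound.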
# Numbers without * were called inactive; / = no result given.
# The line under a structure holds: V1aR counter, FID counter, VIM-2 inhibitor, OXTR ag, GalR3 antag, IMP-1 inhibitor, NS3 helicase inh, PHOSPHO1 inh, GPR7 antag
Cc1ccc(S(=O)(=O)N(C)CC(=O)Nc2cccnc2)cc1
 : 0.6, -6, -1.3, 0.5, -5, 0.0, -5, 24, -4
Cc1cccn2c(=O)c3cc(C(=O)NC4CCCC4)c(=N)n(C4CCCCC4)c3nc12
 : 0.9, 0, 1.5, -0.9, -8, -2.3, 40*, 10, 2
Cc1cccc(C(=O)Oc2ccccc2/C=N/NC(=O)c2ccc(NC(=O)C(C)(C)C)cc2)c1
 : 2.1, -13, -5.8, 2.6, -4, -4.7, 5, -7, -5
CCOCCCN(C)C1CCN(C(=O)c2oc3ccccc3c2NC(=O)c2ccc(F)cc2)CC1
 : -0.3, 13, 2.8, -0.1, -7, -6.4, -5, 33, -6
Cc1nc2c(=O)n(-c3ccc(F)cc3F)nc(C)c2s1
 : 1.5, 0, -2.1, 0.1, 0, -0.9, 11, 12, -11
C=C(C(=O)c1ccccc1)C(C(=C)C(=O)c1ccccc1)c1ccc(OC)cc1
 : 0.2, -8, -4.0, -0.8, 0, -3.8, 8, 49, -10
CCOC(=O)C1=C(O)C(=O)N(c2ccc(S(N)(=O)=O)cc2)C1c1ccc(Br)cc1 (stereo not given)
 : 1.0, -34, -1.2, 0.8, 2, -2.1, 20, 0, -1
O=C(NCc1nc2ccccc2[nH]1)C1=C[C@H](C2CC2)C[C@H](OCc2ccc(CO)cc2)O1
 : -0.7, /, /, -0.2, -5, /, /, -4, /
COc1ccc2[nH]c(C)c(C(=O)CN3CCc4cc(OC)c(OC)cc4C3)c2c1
 : 0.3, 3, 2.1, -0.3, -4, -1.6, -17, 4, 5
CN1CCN(C(=S)NC(=O)c2ccccc2Br)CC1
 : 1.2, -9, -1.0, -0.1, -1, -2.3, 4, 36, -11
CCOC(=O)c1c(C)n(-c2ccc(OC)cc2)c2c(C/C(C)=N/O)c(Br)c(OC)c(O)c12
 : 1.1, -2, 1.4, 2.3, 0, -1.9, 0, 3, -7
O=C(N/N=C/c1ccccc1O)c1cc(=O)[nH]c2ccccc12
 : 0.3, -2, 1.4, 1.0, /, -4.9, 1, -6, -7
COc1ccc(/C=C2/NC(=O)CNC2=O)cc1
 : 0.7, -9, -3.2, 0.3, -10, -5.0, 0, 2, -2
Cc1cc(-c2ccc(S(=O)(=O)N3CCc4ccccc4C3)s2)on1
 : -0.3, -10, 0.0, -1.1, -7, -2.1, 0, 34, 2
CC1(C)C[C@@H]2C[C@@](C)(CN2C(=O)c2cc(COc3cccc(C(F)(F)F)c3)on2)C1
 : 2.4, -35, -1.2, 0.6, -4, -3.0, -3, 23, -24
CCCC/C(C)=N/NC(=O)CN(c1ccc(Br)cc1)S(=O)(=O)c1ccccc1
 : 1.7, -19, -2.7, -0.9, -11, -2.2, -5, -2, -12
COc1ccc(Cc2nnc(NC(=O)c3ccc(OC)c(OC)c3)s2)cc1
 : 6.0, -28, -0.6, 4.7, 1, 0.5, -15, /, -10
CSc1nc(-c2ccccc2)nc(N2CCCC2)c1C(C)=O
 : -1.0, -11, 0.2, -1.1, -6, -2.8, -10, 12, -8
Cc1ccc(Cn2c(N)nc3ccccc32)cc1
 : 8.2, 11, -0.9, 3.7, -9, -2.8, -19, 24, -5
N#Cc1ccc(Oc2c(Cl)cncc2Cl)cc1
 : -1.3, -8, -1.6, -0.7, -10, -2.1, 0, 24, -8
Cc1c(-n2c(CN3C(=O)c4ccccc4C3=O)nc3ccccc3c2=O)c(=O)n(-c2ccccc2)n1C
 : 0.9, -5, -1.9, -0.1, 4, -2.8, 2, /, 8
COC(=O)c1sccc1NC(=S)Nc1ccccc1
 : 0.8, 3, -6.0, 0.2, 1, -4.2, -6, 12, -18
Cc1ccc(Sc2nc(-c3ccccc3)nnc2C(F)(F)F)cc1
 : 0.6, 0, -3.2, -0.4, -2, -0.7, 4, 14, -7
O=C(/C=C/c1cccc([N+](=O)[O-])c1)Nc1ccccn1
 : 0.8, -3, -0.3, 2.0, 5, 0.1, 1, -4, -6
O=C(c1cccc(N2C(=O)C3C4C=CC(C4)C3C2=O)c1)N1CCCc2ccccc21 (stereo not given)
 : -0.1, -29, 1.8, -0.7, -4, -0.3, 1, 20, -7
O=C(Nc1ccccc1Cl)Nn1cnnc1
 : /, -6, -0.3, /, 0, -3.6, 2, 41, -16
CCOc1cc(C2C(C(=O)OC)=C(C)N=C3SC(C)C(=O)N32)ccc1OC(C)=O (stereo not given)
 : 2.2, -19, -3.6, 0.8, -3, -0.5, -9, 10, -13
c1ccc(-n2ncc3c(NCc4cccs4)ncnc32)cc1
 : -1.1, -4, -2.2, -1.4, -5, -1.8, 4, -18, 16
CCN(CC)c1ccc(C(=O)N/N=C/c2ccccc2OC(F)F)cc1
 : -0.6, -13, -1.6, -1.9, -2, -1.8, -13, -48, -2
Cc1ccc(S(=O)(=O)Nc2c(NC3CCCCC3)c3ccccc3oc2=O)cc1
 : 0.0, -30, -2.6, -2.1, -6, -2.0, 26, 26, 5
Cc1ccc(CN2CCN(/N=C/c3cc(Br)cc(Br)c3O)CC2)cc1
 : -0.5, -6, -1.7, -0.8, -1, 0.3, 7, -24, -7
O=C(Cc1ccccc1)NNC(=O)c1ccccc1C(=O)O
 : -0.2, -5, -4.3, -0.1, -2, -4.6, -29, -41, -11
O=C(C1CC(=O)N(c2ccccc2)C1)N1CCN(C2=NS(=O)(=O)c3ccccc32)CC1 (stereo not given)
 : 0.4, -1, -2.4, 0.4, -7, -2.9, 1, -10, -8
O=C(Cc1cccs1)NCc1cc(Cl)cc(Cl)c1
 : -1.3, -6, -2.6, -2.2, -7, -2.8, -1, 31, -8
CC(=O)Nn1cc2c(=O)n(C)c(=O)n(C)c2c1
 : 0.4, 0, 0.4, -0.3, -1, 0.9, 7, -22, -3
N/C(=N\OC(=O)c1cccnc1)c1ccccc1Cl
 : -0.1, -2, -2.3, -0.9, -5, -1.6, 2, 2, -12
COCCCN1C(=O)C(O)=C(C(=O)c2ccco2)C1c1ccccc1 (stereo not given)
 : -0.2, -8, 1.9, 0.2, -1, -0.5, 4, -7, -10
Cc1ccc(C)c(NC(=O)CCc2nnc3ccc(N4CCCCC4)nn23)c1
 : -0.1, -38, -4.8, -1.8, -6, -1.9, -3, 60, -3
O=C(NC1CCCc2ccccc21)c1ccc(CNc2c(N3CCOCC3)c(=O)c2=O)cc1 (stereo not given)
 : 0.0, -6, -3.6, 1.0, 1, 1.8, 6, -10, 5
COC(=O)c1ccc(OCCOCCOc2cccc3ccc(C)nc23)cc1
 : 2.3, -30, 0.6, 3.0, -4, 2.0, 8, -2, -1
Cc1nn(Cc2ccccc2Cl)c(C)c1NC(=O)c1noc2c1CCCCC2
 : -0.1, -35, -3.6, -1.7, -5, -2.0, -11, 0, -3
N#Cc1ccccc1CSc1nc(O)cc(=O)[nH]1
 : 0.8, -6, -2.5, 0.3, -2, -4.8, 10, 11, 14
S=C(c1ccc(-c2ccccc2Cl)o1)N1CCCCC1
 : 0.0, -13, 0.0, -1.5, -3, 2.1, 22, -2, 3
Cc1cc(C)c2[nH]c(=O)c(CN(Cc3ccco3)C(=S)NCC3CCCO3)cc2c1 (stereo not given)
 : 2.0, -10, -1.4, -2.5, 3, -3.6, -11, -7, -4
CCc1cc(=O)oc2c3c(cc(OCC(=O)NCc4ccncc4)c12)OC(C)(C)CC3
 : -0.1, -31, 16*, -0.8, 1, -2.4, -10, -106, 2
COC(=O)c1ccccc1NC(=O)N1CCCC1
 : -0.6, -7, -1.1, -1.5, -5, -4.8, 3, -7, 0
COc1cc2c(c(OC)c1OC)-c1ccc(NC(=O)c3ccccc3)c(=O)cc1[C@@H](NC(C)=O)CC2
 : /, -46, -7.2, /, -7, -2.7, -30, 39, 20
O=C(NNC(=S)Nc1ccc(Cl)cc1)c1ccccc1
 : 4.5, -4, -6.0, 0.6, 2, -2.1, -1, -2, -11
CCOC(=O)C(Cc1ccccc1)NC(=O)CCc1c(C)nc2ncnn2c1C (stereo not given)
 : -1.0, -4, -3.8, -1.2, -4, -3.1, -2, 27, -16
CC1CC2(CCCCC2)Nc2c1ccc1ccccc21 (stereo not given)
 : -0.6, 1, 0.4, 0.0, 2, -2.0, 3, -11, 5
Nc1nonc1C(=Nc1ccc(Br)cc1)NO
 : 2.1, 3, -1.3, 0.6, -5, -2.4, -5, -9, 1
CCCc1cnc(N2CCN(S(=O)(=O)c3cccs3)CC2)nc1
 : 0.4, -2, -0.7, -0.6, 0, 1.9, -14, 8, 0
CCOC(=O)c1cnc2nc(N3CCOCC3)nn2c1N
 : 0.3, 3, -2.1, 0.7, 0, -2.6, 6, 40, 3
CCOC(=O)c1cc2nc(-c3ccccc3)cc(C)n2n1
 : 0.3, -15, 0.6, -1.7, -8, -2.8, -3, 10, -18
Cc1ccc2nc(N3CCN(Cc4nnnn4C4CCCC4)CC3)c(C#N)cc2c1
 : -1.2, -4, -1.5, -1.4, 2, -2.6, -2, 10, -11
COc1ccccc1-c1noc(CCCC(=O)N2CCOCC2)n1
 : -1.9, -8, -2.3, 0.3, -4, -1.7, 1, 27, -7
COc1ccc(NC(=O)C/C(C)=N/NC(=O)C2CCCCC2)c([N+](=O)[O-])c1
 : -0.7, -14, -3.1, -0.8, -9, -3.0, -6, 22, -4
Cc1ccc(S(=O)(=O)c2nc(-c3ccco3)oc2SC(C)C)cc1
 : -0.9, -33, -3.2, -1.8, -6, -0.3, 3, 2, -1
CCOC(=O)C(=CNc1ccc2c(c1)nnn2-c1ccc(Cl)cc1)C(=O)OCC
 : -0.4, -2, -0.3, -0.5, -10, -2.9, -3, 6, -12
COC(=S)N/C(=N\S(=O)(=O)c1ccc(Cl)cc1)c1ccccc1
 : 0.7, -3, -1.1, -0.5, -4, -1.9, 0, -1, -3

# Going on with the list:
# The line under a structure holds: V1aR counter, FID counter, VIM-2 inhibitor, OXTR ag, GalR3 antag, IMP-1 inhibitor, NS3 helicase inh, PHOSPHO1 inh, GPR7 antag
CCN(CC(=O)NCc1cccnc1)S(=O)(=O)c1ccc(OC)cc1
 : 0.0, -10, -4.3, -0.1, -6, -2.9, 4, 45, -16
Cc1cccc(NC(=O)CSc2ncnc3nc[nH]c23)c1C
 : 0.5, -4, -1.2, 1.7, -9, -3.1, 3, 99*, 6
Cc1cc(C(=O)COC(=O)CCc2nc3ccccc3c(=O)[nH]2)c(C)n1CC1CCCO1 (stereo not given)
 : -1.3, -36, -0.7, -0.6, /, -3.6, -1, -36, -13
CCN1C(=O)[C@H]2[C@@H](c3ccc(Cl)cc3)N3C(=O)CN(CC4CC4)C(=O)[C@@]3(Cc3ccccc3)[C@H]2C1=O
 : 1.2, -22, -0.6, 0.2, -2, -3.4, 7, 4, -4
Cc1cc(C(=O)Nc2ccc3nc(C)sc3c2)c2ccccc2n1
 : 2.5, -19, -2.4, 1.8, 5, -2.3, 3, 30, -4
Cc1[nH]c(C)c(S(=O)(=O)Nc2ccccc2Cl)c1C(=O)N1CCCC1
 : 0.2, -10, -3.5, -0.1, -7, -2.8, 5, 30, -9
CN(C)c1ccc(N=Cc2nc(-c3ccccc3)oc2O)cc1
 : 16, 4, -0.4, 16, 3, -3.6, 2, 24, -12
